Assay outcomes: PubChem BioAssay, The Scripps Research Institute Molecular Screening Center
PAFAH1B3 inh – blocks human PAF acetylhydrolase 1B catalytic subunit 3 | recombinant PAFAH1B3, FP-rhodamine probe, fluorescence polarization | hit rate 0.28% among 340,000 | Q15102 | inhibition, % at 3.39 µM;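 active = inhibition above the screen-wide average of all tested compounds plus 3 SD, cut at about 25% in these data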;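 note: 0% = enzyme with DMSO only and 100% = wells lacking PAFAH1B3 protein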
PME-1 primary – PME-1 (human) inhibition | Q9Y570 | inhibition, % at 5.9 µM | recombinant PME-1, FP-Rh probe fluorescence polarization | hit rate 0.53% among 320,000;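 active = inhibition above the campaign mean of all compounds plus 3 SD, cut at about 26% in these data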;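 note: competitive labeling of PME-1 active site by serine hydrolase directed probe; 0% = PME-1 with DMSO and 100% = wells lacking PME-1 enzyme; inhibitors block probe labeling so polarization falls and inhibition rises; many of its hits are not listed in these tables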
Target sequence (Q9Y570 whole entry, looked up): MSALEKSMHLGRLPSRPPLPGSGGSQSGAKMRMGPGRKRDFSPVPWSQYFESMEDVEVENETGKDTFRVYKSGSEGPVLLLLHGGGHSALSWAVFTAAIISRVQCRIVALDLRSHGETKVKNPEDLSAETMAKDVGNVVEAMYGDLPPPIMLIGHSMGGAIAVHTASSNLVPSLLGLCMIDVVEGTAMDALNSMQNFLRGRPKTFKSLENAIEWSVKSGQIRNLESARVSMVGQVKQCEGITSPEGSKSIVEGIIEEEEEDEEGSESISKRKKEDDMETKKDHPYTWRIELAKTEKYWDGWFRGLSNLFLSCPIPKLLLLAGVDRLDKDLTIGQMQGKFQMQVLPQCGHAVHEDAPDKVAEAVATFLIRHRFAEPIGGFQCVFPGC
LYPLA1 counter – counter-screen for PME1 inhibitors: inhibitors of human LYPLA1. O75608. inhibition, % at 5.9 µM. recombinant LYPLA1, FP-Rh probe fluorescence polarization. hit rate 0.16% among 320,000;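 active = inhibition above the mean of all tested compounds plus 3 SD, set per campaign, cut at about 14% in these data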;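 note: inhibitors block serine hydrolase probe labeling of LYPLA1 so polarization falls; 0% = enzyme with DMSO and 100% = wells lacking LYPLA1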
pPAFAH inh – pPAFAH (human) enzyme inhibition; inhibition, % at 3.39 µM; Q13093; recombinant pPAFAH, FP-rhodamine probe fluorescence polarization; AID 463082; hit rate 1.5% among 330,000;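 active = inhibition above the mean inhibition across the screen plus 3 SD, cut at about 25% in these data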;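 note: inhibitors block binding of the rhodamine activity-based probe so polarization drops; 0% = enzyme with DMSO and 100% = wells lacking pPAFAH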
PREPL inh – inhibits the human prolyl oligopeptidase-like enzyme; hit rate 0.68% among 320,000; recombinant PREPL, fluorescence polarization activity-based probe; AID 2751; inhibition, % at 5.96 µM; in the data active = inhibition above about 43%;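 note: 0% = enzyme with DMSO and 100% = wells lacking enzyme; many of its hits are not listed in these tables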
GSTO1 counter – counter-screen for RBBP9 inhibitors: inhibitors of human GSTO1 | hit rate 1.1% among 300,000 | inhibition, % at 5.96 µM | P78417 | recombinant GSTO1, activity-based probe fluorescence polarization | AID 1974;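 active = inhibition above the campaign mean inhibition plus 3 SD, cut at about 35% in these data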;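 note: 0% = GSTO1-1 with DMSO and 100% = wells lacking GSTO1-1 enzyme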
Target sequence (P78417 whole entry, looked up): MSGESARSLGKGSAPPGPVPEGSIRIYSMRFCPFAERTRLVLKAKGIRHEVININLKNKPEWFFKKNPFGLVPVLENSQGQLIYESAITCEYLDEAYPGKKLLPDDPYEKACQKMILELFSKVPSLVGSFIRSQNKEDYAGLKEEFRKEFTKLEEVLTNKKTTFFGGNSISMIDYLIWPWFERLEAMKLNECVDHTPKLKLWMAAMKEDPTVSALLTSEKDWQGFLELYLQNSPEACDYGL
PAFAH1B2 inh – PAFAH1B2 (human) inhibition; P68402; recombinant PAFAH1B2, FP-rhodamine activity probe, fluorescence polarization; inhibition, % at 3.39 µM; hit rate 1.2% among 340,000;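 active = inhibition above the mean of all tested compounds plus 3 SD, cut at about 24% in these data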;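 note: 0% = enzyme with DMSO and 100% = wells lacking PAFAH1B2; many of its hits are not listed in these tables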
Target sequence (P68402 whole entry, looked up): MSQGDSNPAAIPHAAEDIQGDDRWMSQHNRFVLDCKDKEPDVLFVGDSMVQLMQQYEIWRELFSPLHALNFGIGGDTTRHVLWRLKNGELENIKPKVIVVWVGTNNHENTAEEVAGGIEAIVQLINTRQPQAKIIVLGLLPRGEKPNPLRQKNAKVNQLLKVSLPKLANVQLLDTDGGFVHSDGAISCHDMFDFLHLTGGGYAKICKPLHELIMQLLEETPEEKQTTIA
LYPLA2 counter – LYPLA2 (human) inhibition in PME1 counter-screen; inhibition, % at 5.9 µM; O95372; hit rate 0.38% among 320,000; recombinant LYPLA2, FP-Rh probe fluorescence polarization;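 active = inhibition above the screen-wide mean plus 3 SD, limit set per campaign, cut at about 26% in these data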;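 note: 0% = LYPLA2 with DMSO and 100% = wells lacking LYPLA2 enzyme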
PAD4 FP inh – blocks human protein arginine deiminase 4; recombinant PAD4, RCA probe fluorescence polarization; inhibition, % at 6.36 µM; hit rate 0.41% among 330,000; AID 485272;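 active = percent inhibition above a cutoff equal to the mean of all tested compounds plus 3 SD, cut at about 15% in these data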;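 note: 0% = PAD4 with RCA probe and DMSO and 100% = probe without PAD4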
Starred values were filed as active, the others as inactive.

How did Cc1cccc(-n2ccc(=O)c(C(=O)Nc3ccc(S(=O)(=O)N4CCOCC4)cc3)n2)c1 do in these assays?
PAFAH1B3 inh: 7; PME-1 primary: -1; LYPLA1 counter: 2; pPAFAH inh: 4; PREPL inh: -1; GSTO1 counter: -6; PAFAH1B2 inh: 2; LYPLA2 counter: 2; PAD4 FP inh: 0

What do the screens show for `CSc1cccc(NC(=O)CSc2ccccc2)c1`?
PAFAH1B3 inh: 9; PME-1 primary: 3; LYPLA1 counter: -2; pPAFAH inh: 2; PREPL inh: -7; GSTO1 counter: -1; PAFAH1B2 inh: 6; LYPLA2 counter: -3; PAD4 FP inh: 1

What do the screens show for `S=c1nc(C23CC4CC(CC(C4)C2)C3)nc2sccn12`?
PME-1 primary: -4; LYPLA1 counter: 2; pPAFAH inh: 2; PREPL inh: 4; GSTO1 counter: 6; LYPLA2 counter: 12; PAD4 FP inh: 1

Results for CC(C)C(OC(=O)c1cccc(S(=O)(=O)NCC(F)(F)F)c1)C(=O)NC(N)=O (stereo unspecified) ?
PAFAH1B3 inh: 0; PME-1 primary: -3; LYPLA1 counter: 6; pPAFAH inh: 4; PREPL inh: -1; GSTO1 counter: -4; PAFAH1B2 inh: -1; LYPLA2 counter: 2; PAD4 FP inh: 1

How did Cc1ccc2c(c1)N(CC(=O)NC1CCCC1)C(=O)CO2 do in these assays?
PAFAH1B3 inh: 0; PME-1 primary: 0; LYPLA1 counter: 1; pPAFAH inh: 3; PREPL inh: 1; GSTO1 counter: 7; PAFAH1B2 inh: 6; LYPLA2 counter: 2; PAD4 FP inh: 2

What do the screens show for `Cc1ccc(N=C(NOCc2ccc(Cl)cc2Cl)c2nonc2N)c(C)c1`?
PAFAH1B3 inh: -7; PME-1 primary: -15; LYPLA1 counter: -15; pPAFAH inh: -11; PREPL inh: 8; GSTO1 counter: 2; PAFAH1B2 inh: 3; LYPLA2 counter: -27; PAD4 FP inh: 3

Results for Cn1c2ccccc2c2cnn(CC(=O)Nc3ccccc3Br)c(=O)c21 ?
PAFAH1B3 inh: -15; PME-1 primary: -12; LYPLA1 counter: -3; pPAFAH inh: 0; PREPL inh: -6; GSTO1 counter: -16; PAFAH1B2 inh: -6; LYPLA2 counter: -5; PAD4 FP inh: -5

Results for CC1CCN(CC(=O)N2c3ccccc3CCc3ccccc32)CC1 ?
PAFAH1B3 inh: 8; PME-1 primary: -3; LYPLA1 counter: 1; pPAFAH inh: 0; PREPL inh: 12; GSTO1 counter: 4; PAFAH1B2 inh: 4; LYPLA2 counter: -2; PAD4 FP inh: 5

What do the screens show for `O=C(Nc1nnc(-c2ccccc2F)s1)Nc1ccccc1F`?
PAFAH1B3 inh: 0; PME-1 primary: -26; LYPLA1 counter: 1; pPAFAH inh: 0; PREPL inh: -6; GSTO1 counter: -4; PAFAH1B2 inh: -2; LYPLA2 counter: 2; PAD4 FP inh: 3

Results for NS(=O)(=O)c1ccc(NC(=O)CSC2CCCCC2)cc1 ?
PAFAH1B3 inh: 8; PME-1 primary: -4; LYPLA1 counter: 0; pPAFAH inh: 2; PREPL inh: -5; GSTO1 counter: 6; PAFAH1B2 inh: 12; LYPLA2 counter: 6; PAD4 FP inh: -3

What do the screens show for `O=C(CCN1C(=O)C2C3C=CC(C3)C2C1=O)Nc1nccs1` (stereo unspecified)?
PAFAH1B3 inh: 7; PME-1 primary: -3; LYPLA1 counter: -1; pPAFAH inh: -3; PREPL inh: 4; GSTO1 counter: -2; PAFAH1B2 inh: 0; LYPLA2 counter: 1; PAD4 FP inh: -2

How did O=C(COc1ncnc2ccccc12)N1CCN(c2ccccc2)CC1 do in these assays?
PAFAH1B3 inh: 5; PME-1 primary: -4; LYPLA1 counter: 2; pPAFAH inh: 7; PREPL inh: 18; GSTO1 counter: 1; PAFAH1B2 inh: 5; LYPLA2 counter: 7; PAD4 FP inh: -4

How did COC(=O)[C@@]1(Cc2ccccc2)[C@H]2C(=O)N(Cc3ccccc3)C(=O)[C@H]2[C@H]2CN=C(SCc3ccc(Cl)cc3)N21 do in these assays?
PAFAH1B3 inh: 10; pPAFAH inh: 4; PAFAH1B2 inh: 6; PAD4 FP inh: -1

What do the screens show for `Cc1cc(=O)[nH]c(N/N=C/c2ccc(O)c(O)c2)n1`?
PAFAH1B3 inh: 5; PME-1 primary: -10; LYPLA1 counter: -5; pPAFAH inh: -6; PREPL inh: 7; GSTO1 counter: 42*; PAFAH1B2 inh: -3; LYPLA2 counter: -8; PAD4 FP inh: 0

How did CC(=O)Nc1sc2c(c1C(N)=O)CCN(Cc1ccccc1)C2 do in these assays?
PAFAH1B3 inh: -2; PME-1 primary: 5; LYPLA1 counter: 2; pPAFAH inh: 0; PREPL inh: 0; GSTO1 counter: 7; PAFAH1B2 inh: 2; LYPLA2 counter: -1; PAD4 FP inh: -2

How did Cc1cc(C(=O)Nc2cccc3ccccc23)n(-c2ccccc2)n1 do in these assays?
PAFAH1B3 inh: 2; PME-1 primary: -2; LYPLA1 counter: -2; pPAFAH inh: 0; PREPL inh: 20; GSTO1 counter: 3; PAFAH1B2 inh: 2; LYPLA2 counter: 0; PAD4 FP inh: -3

How did COc1ccc(CN=C(Nc2ccccc2)SC2CC(=O)NC2=O)cc1 (stereo unspecified) do in these assays?
PAFAH1B3 inh: 2; PME-1 primary: 0; LYPLA1 counter: 2; pPAFAH inh: 2; PREPL inh: 0; GSTO1 counter: 2; PAFAH1B2 inh: 4; LYPLA2 counter: 3; PAD4 FP inh: 2

How did CCOC(=O)C1/C(=N\O)CC(C)(O)C(C(=O)OCC)C1c1ccc(N(C)C)cc1 (stereo unspecified) do in these assays?
PAFAH1B3 inh: 1; PME-1 primary: -8; LYPLA1 counter: -6; pPAFAH inh: -4; PREPL inh: 11; GSTO1 counter: 19; PAFAH1B2 inh: 0; LYPLA2 counter: -3; PAD4 FP inh: -11

Results for CCCCNC(=O)CN(CCc1ccccc1)S(C)(=O)=O ?
PAFAH1B3 inh: 7; PME-1 primary: 1; LYPLA1 counter: 0; pPAFAH inh: 24; PREPL inh: 1; GSTO1 counter: -4; PAFAH1B2 inh: 4; LYPLA2 counter: -2; PAD4 FP inh: 6

What do the screens show for `Cc1sc2nc(SC(C)C)nc(N)c2c1C`?
PAFAH1B3 inh: 12; PME-1 primary: 6; LYPLA1 counter: 2; pPAFAH inh: 2; PREPL inh: -7; GSTO1 counter: -7; PAFAH1B2 inh: 4; LYPLA2 counter: 7; PAD4 FP inh: -2

What do the screens show for `COc1ccc(CCNC(=O)CSc2nc3[nH]ncc3c(=O)[nH]2)cc1OC`?
PAFAH1B3 inh: 3; PME-1 primary: 2; LYPLA1 counter: -4; pPAFAH inh: 0; PREPL inh: -1; GSTO1 counter: 4; PAFAH1B2 inh: 1; LYPLA2 counter: -6; PAD4 FP inh: 0

Results for O=C(NNC(=O)c1ccccc1[N+](=O)[O-])c1ccccc1[N+](=O)[O-] ?
PAFAH1B3 inh: 3; PME-1 primary: -3; LYPLA1 counter: -5; pPAFAH inh: 1; PREPL inh: -6; GSTO1 counter: -3; PAFAH1B2 inh: 0; LYPLA2 counter: -4; PAD4 FP inh: -1

What do the screens show for `N#C/C(=C\c1ccccc1)C(=O)N1CCC(C(N)=O)CC1`?
PAFAH1B3 inh: 6; PME-1 primary: -2; LYPLA1 counter: -1; pPAFAH inh: -1; PREPL inh: -4; GSTO1 counter: 3; PAFAH1B2 inh: 2; LYPLA2 counter: 3; PAD4 FP inh: 2

How did CN1C(=O)c2c(sc3c2CCCC3)NC1c1ccccc1O (stereo unspecified) do in these assays?
PME-1 primary: 0; LYPLA1 counter: -12; pPAFAH inh: 6; PREPL inh: 19; GSTO1 counter: 11; LYPLA2 counter: -8; PAD4 FP inh: 5

Results for Cc1cccc(-n2c(SCC(=O)NCC3CCCO3)nc3ccccc3c2=O)c1C (stereo unspecified) ?
PAFAH1B3 inh: 1; PME-1 primary: 3; LYPLA1 counter: -1; pPAFAH inh: -3; PREPL inh: 12; PAFAH1B2 inh: 6; LYPLA2 counter: -2; PAD4 FP inh: -4

Results for O=C(CSc1nnc(C2COc3ccccc3O2)o1)N1CCCCC1 (stereo unspecified) ?
PAFAH1B3 inh: 2; PME-1 primary: 1; LYPLA1 counter: 4; pPAFAH inh: 6; PREPL inh: -4; GSTO1 counter: 12; PAFAH1B2 inh: -3; LYPLA2 counter: -2; PAD4 FP inh: -1

Results for CCCCc1nc2cc(Cl)ccc2o1 ?
PAFAH1B3 inh: 2; PME-1 primary: 3; LYPLA1 counter: -1; pPAFAH inh: 1; PREPL inh: -1; GSTO1 counter: -2; PAFAH1B2 inh: 2; LYPLA2 counter: 0; PAD4 FP inh: -6

How did COc1cc(NC(=O)CCCNC(=O)Cn2cnc3sc(C)c(C)c3c2=O)cc(OC)c1OC do in these assays?
PAFAH1B3 inh: 4; PME-1 primary: 1; LYPLA1 counter: 2; pPAFAH inh: 0; PREPL inh: -6; GSTO1 counter: 0; PAFAH1B2 inh: -1; LYPLA2 counter: -8; PAD4 FP inh: -4

Results for COc1ccc(NC(=O)COC(=O)C2CC(=O)N(Cc3ccc(C)cc3)C2)cc1 (stereo unspecified) ?
PAFAH1B3 inh: -8; PME-1 primary: 6; LYPLA1 counter: 3; pPAFAH inh: 12; PREPL inh: -3; GSTO1 counter: 0; PAFAH1B2 inh: 3; LYPLA2 counter: 7; PAD4 FP inh: 1

Results for O=C/C(=C\Nc1ccc(S(=O)(=O)CCO)cc1)c1nc2cc(Cl)ccc2o1 ?
PAFAH1B3 inh: 7; PME-1 primary: 0; LYPLA1 counter: -3; pPAFAH inh: 6; PREPL inh: 14; GSTO1 counter: 3; PAFAH1B2 inh: 6; LYPLA2 counter: -7; PAD4 FP inh: -8

What do the screens show for `COc1ccc(C(C)=O)cc1CSCC(=O)O`?
PAFAH1B3 inh: 4; PME-1 primary: 1; LYPLA1 counter: 0; pPAFAH inh: 4; PREPL inh: 1; GSTO1 counter: -1; PAFAH1B2 inh: 6; LYPLA2 counter: -2; PAD4 FP inh: 4

Results for O=C(NCCc1ccco1)c1cc(COc2cccc(C(F)(F)F)c2)on1 ?
PAFAH1B3 inh: 7; PME-1 primary: 2; LYPLA1 counter: 0; pPAFAH inh: 10; PREPL inh: -14; GSTO1 counter: -5; PAFAH1B2 inh: 4; LYPLA2 counter: 5; PAD4 FP inh: -3

What do the screens show for `O=C1CSC(c2cn(-c3ccccc3)nc2-c2ccccc2)N1Cc1ccco1` (stereo unspecified)?
PAFAH1B3 inh: -1; PME-1 primary: 4; LYPLA1 counter: -3; pPAFAH inh: 2; PREPL inh: 19; GSTO1 counter: -12; PAFAH1B2 inh: -1; LYPLA2 counter: 8; PAD4 FP inh: -2

Results for CCOC(=O)c1c(-c2cccs2)csc1NC(=O)CSc1ncn[nH]1 ?
PAFAH1B3 inh: -6; PME-1 primary: -10; LYPLA1 counter: -9; pPAFAH inh: 10; PREPL inh: -2; GSTO1 counter: 3; PAFAH1B2 inh: 5; LYPLA2 counter: -11; PAD4 FP inh: 0

A portion of the library; count on the stated rates, not on these rows.
